High-throughput results from PubChem.
IDE act = human IDE activators in live cells, primary screen, fluorescence polarization, HEK cells, FAbeta-B substrate; Insulin-degrading enzyme (Homo sapiens), P14735; FAbeta-B cleavage; 0% vehicle, 100% cell-free pure enzyme wells; activation, % at 5.96 µM; hit rate 0.073% among 340,000;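 active = activation above the mean of all tested compounds plus 3 SD, set per screening campaign, cut at about 17% in these data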
Target sequence (P14735 whole entry, looked up): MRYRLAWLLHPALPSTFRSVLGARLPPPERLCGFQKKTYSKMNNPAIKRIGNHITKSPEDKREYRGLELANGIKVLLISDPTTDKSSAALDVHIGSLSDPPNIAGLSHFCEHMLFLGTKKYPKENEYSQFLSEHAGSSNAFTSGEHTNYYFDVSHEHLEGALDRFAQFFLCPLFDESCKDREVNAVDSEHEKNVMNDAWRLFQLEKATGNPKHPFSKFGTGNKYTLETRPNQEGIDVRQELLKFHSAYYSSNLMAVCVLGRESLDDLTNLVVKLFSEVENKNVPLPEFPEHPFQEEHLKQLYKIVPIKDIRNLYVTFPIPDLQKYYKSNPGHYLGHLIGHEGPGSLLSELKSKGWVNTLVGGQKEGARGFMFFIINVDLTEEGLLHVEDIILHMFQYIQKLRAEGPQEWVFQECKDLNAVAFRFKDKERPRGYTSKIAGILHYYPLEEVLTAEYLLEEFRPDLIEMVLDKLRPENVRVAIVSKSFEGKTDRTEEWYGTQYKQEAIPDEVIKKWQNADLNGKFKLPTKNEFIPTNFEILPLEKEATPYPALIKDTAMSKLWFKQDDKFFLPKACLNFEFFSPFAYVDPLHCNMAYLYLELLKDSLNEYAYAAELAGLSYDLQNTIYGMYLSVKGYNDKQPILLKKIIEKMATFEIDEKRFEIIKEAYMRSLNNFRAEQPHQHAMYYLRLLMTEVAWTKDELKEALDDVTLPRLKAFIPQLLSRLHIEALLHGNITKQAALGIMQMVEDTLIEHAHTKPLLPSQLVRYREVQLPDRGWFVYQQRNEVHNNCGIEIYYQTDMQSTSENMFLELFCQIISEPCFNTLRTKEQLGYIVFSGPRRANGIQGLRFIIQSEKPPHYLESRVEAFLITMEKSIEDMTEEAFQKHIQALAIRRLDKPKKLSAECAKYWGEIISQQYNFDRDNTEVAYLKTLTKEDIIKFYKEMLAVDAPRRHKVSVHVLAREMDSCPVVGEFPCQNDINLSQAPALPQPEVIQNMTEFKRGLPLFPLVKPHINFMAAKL
NALP1 yeast inh = NALP1 inflammasome inhibitors in reconstituted yeast, colorimetric, S. cerevisiae, triplicate retest | S. cerevisiae NALP1/ASC/caspase-1 growth, X-gal OD620, 72 h | AID 2071, 2009 | inhibition, % at 10 µM | hit rate 0.61% among 280,000; in the data active = inhibition mostly above about 24%, no sharp cut-off; inactive = mostly below about 32%; also: some compounds called inactive have numbers as strong as hits
IMP-1 inh = IMP-1 metallo-beta-lactamase inhibitors, primary screen, biochemical, epi-absorbance readout, Pseudomonas aeruginosa enzyme; hit rate 0.45% among 290,000; inhibition, % at 5.6 µM; purified IMP-1, nitrocefin hydrolysis, epi-absorbance fluorescence; metallo-beta-lactamase IMP-1 (Pseudomonas aeruginosa);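 active = inhibition above the mean plus 3 SD of all compounds in the same screening run, cut at about 4.5% in these data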;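 also: 0% = IMP-1 with DMSO and 100% = DMSO wells lacking enzyme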
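Assay system: purified recombinant IMP-1 beta-lactamase. Input: IMP-1 0.2 nM before substrate addition. Buffer or medium: Zinc- and detergent-supplemented HEPES buffer, pH 7.1. Schedule: 25 °C, 15 min preincubation, 25 min reaction. Signal: Epi-absorbance fluorescence, 480 nm excitation, 530 nm emission. Evaluation: percent inhibition from optical density relative to buffer-blank wells.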
M18AAP inhibitor = PfM18AAP inhibitors, malaria aminopeptidase, primary screen, biochemical, QFRET, recombinant enzyme; M18 aspartyl aminopeptidase (Plasmodium falciparum 3D7); H-Glu-NHMec fluorogenic cleavage; inhibition, % at 7.35 µM; hit rate 1.2% among 290,000;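 active = inhibition above the campaign mean inhibition over all tested compounds plus 3 SD, cut at about 28% in these data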;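 also: 0% = plate median of test compound wells and 100% = 2 mM ZnCl2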
IDE cell inh = human IDE inhibitors in live cells, primary screen, fluorescence polarization, HEK cells, FAbetaB substrate; Insulin-degrading enzyme (Homo sapiens), P14735; FAbetaB cleavage; inhibition, % at 5.59 µM; hit rate 0.41% among 320,000; AID 434962, 2010;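 active = percent inhibition above the average of all tested compounds plus 3 SD, set per screening campaign, cut at about 16% in these data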;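 also: IDE supplied by intact live HEK cells; FP after avidin binding of uncleaved biotin substrate so inhibition keeps polarization high; 0% = DMSO wells and 100% = 60 µM reference IDE inhibitor Ii1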
PHOSPHO1 block = PubChem AID 1565; Phosphoethanolamine/phosphocholine phosphatase (Homo sapiens), Q8TCT1; recombinant PHOSPHO1, absorbance phosphatase assay; inhibition, % at 13.3 µM; hit rate 1.1% among 290,000; in the data active = inhibition above about 60%
p-CIP stab down = p/CIP-EGFP fusion destabilizers, primary screen, fluorescence, F442A cells | decrease of EGFP signal, % at 10 µM | 16 h | hit rate 0.01% among 290,000;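 active = EGFP signal decrease of at least 30% at 10 µM or well 3 SD below plate mean, unless failing retest; inactive = the rest, including hits failing retest or dose response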; also: some compounds called inactive have numbers as strong as hits; many of its hits are not listed in these tables
GPR7 antagonist = GPR7 receptor antagonists, primary screen, cell-based, fluorescence, single concentration; inhibition, % at 4.4 µM; hit rate 1.1% among 290,000; GPR7-expressing cells, fluorescence antagonist assay; Neuropeptides B/W receptor type 1 (Homo sapiens), P48145; in the data active = inhibition above about 16%, passing the limit was not always enough;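 also: cells stimulated with the agonist NPW; 0% = agonist with vehicle and 100% = vehicle without agonist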
VIM-2 inh = VIM-2 metallo-beta-lactamase inhibitors, primary screen, biochemical, epi-absorbance readout, Pseudomonas aeruginosa enzyme | purified VIM-2, nitrocefin hydrolysis, epi-absorbance fluorescence | inhibition, % at 5.6 µM | hit rate 0.89% among 290,000;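 active = inhibition above the mean of all tested compounds plus 3 SD, cutoff set per screening run, cut at about 7.5% in these data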;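 also: red hydrolysis product quenches plate fluorescence so inhibitors raise well fluorescence; 0% = enzyme with DMSO and 100% = DMSO without enzyme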
The depositor's hits bear a star; · = no result given.

SMILES	IDE act	NALP1 yeast inh	IMP-1 inh	M18AAP inhibitor	IDE cell inh	PHOSPHO1 block	p-CIP stab down	GPR7 antagonist	VIM-2 inh
CC(=O)NCc1ccc(C(=O)CSc2nnc(-c3ccncc3)n2Cc2ccccc2)o1	4	-5	-3.3	13	0	6	-8	0	-2.3
N#Cc1cc(C(=O)c2cc(Cl)ccc2O)cn(-c2ccccc2)c1=O	3	25	-3.9	-2	5	6	-2	-10	1.0
Cc1ccccc1-c1ccnc2[nH]n(-c3ccccc3)c(=O)c12	0	19	-5.0	6	2	-6	-4	-8	-2.0
NCCCCCc1nnc(SCc2ccc(Cl)cc2Cl)o1	1	20	-3.9	1	-2	20	2	12	-1.6
COC(=O)c1[nH]c2cc(OC)c(OC)cc2c1NC(=O)c1cccc(OC)c1	3	16	-3.5	4	3	0	5	3	-2.9
CCOC(=O)C1CCCN(c2c(NCCc3cccc(C)c3)c(=O)c2=O)C1 (configuration not stated)	0	6	-2.2	-2	3	24	1	-12	0.4
CCCCn1c(N)c(N(CC)C(=O)c2cc(Br)ccc2Cl)c(=O)[nH]c1=O	6	23	-0.9	-6	7	20	21	7	-0.6
COc1ccc(C(=O)Nc2ccc(S(=O)(=O)N3CCCC3)cc2)cc1[N+](=O)[O-]	2	-3	-2.5	0	4	34	-17	-12	-0.9
COc1ccc(Cc2nn3c(-c4cc(OC)c(OC)c(OC)c4)nnc3s2)cc1	1	·	-2.8	11	-3	-14	-5	-7	-0.2
O=C(NCCS(=O)(=O)c1ccc(Br)cc1)c1ccc(F)cc1	-6	7	0.3	-3	4	29	-13	-9	-1.8
O=C(c1cccnc1)N1CCN(C/C=C/c2ccccc2)CC1	1	2	-1.7	3	-2	-26	-5	-17	-2.5
Cc1nc(N2CCN(c3ccccn3)CC2)c2c(C)c(C(=O)N3CCN(c4ccc(F)cc4)CC3)sc2n1	-2	-6	-3.6	-1	9	23	12	-16	-1.2
CN(Cc1ccccc1)c1nc(-c2cccc([N+](=O)[O-])c2)nc2ccccc12	0	31	-2.4	-4	-3	-3	4	3	-2.6
CSc1ncccc1C(=O)NC1CCCCCC1	0	-4	-3.2	-3	0	1	-5	-8	1.3
COc1ccc(-n2nnnc2SCC(=O)Nc2cccc(O)c2)cc1	-2	18	-0.7	-4	4	3	-9	-5	0.0
O=c1[nH]c(-c2ccccc2)nc2sc(-c3ccccc3)cc12	0	16	-1.7	-14	-1	-8	-2	-4	-2.0
CC1CCN(C(=O)Cn2cc(SCC(=O)NCC3CCCO3)c3ccccc32)CC1 (configuration not stated)	6	2	-2.2	-2	4	-5	8	-9	-2.8
CCOC(=O)CN(C)Cc1cn(C)nc1-c1ccc(Oc2ccccc2)cc1	6	·	-3.1	-10	-5	·	-5	-14	-1.6
COc1cccc2c1OC[C@@H](CO)[C@H]2N(C)C(=O)Nc1ccccc1	5	8	-2.3	2	2	40	5	-6	-3.4
Cc1ccc(-c2cc(C(=O)N/N=C/c3c(C)nn(-c4ccccc4)c3C)n[nH]2)s1	-1	33	-2.0	-15	·	3	-26	4	-0.4
CCc1ccc(C(C(=O)NCCOC)N(C(=O)Cn2nnc3ccccc32)c2cccnc2)cc1 (configuration not stated)	2	-65	-1.8	-1	4	26	-19	-6	-3.7
CCc1ccc(-c2csc(NC(=O)COC(=O)CCc3nc4ccccc4s3)n2)cc1	·	30	-4.4	-3	6	6	9	-10	-2.2
CC(C)(C)OC(=O)NC(CCCCNC=O)C(=O)O (configuration not stated)	6	7	-7.4	2	10	-10	-4	-7	-5.0
O=C(CS(=O)(=O)c1ccccc1)N1CCCCCC1	-3	-2	-3.5	3	-6	22	-2	-10	-2.0
CC1CC(C)CN(c2oc(-c3ccccc3Cl)nc2C#N)C1 (configuration not stated)	-2	-2	0.5	-17	3	-1	10	-1	2.1

An excerpt from above, showing only M18AAP inhibitor:
Compound | M18AAP inhibitor
Cc1ccc(-c2cc(C(=O)N/N=C/c3c(C)nn(-c4ccccc4)c3C)n[nH]2)s1 | -15
COc1ccc(Cc2nn3c(-c4cc(OC)c(OC)c(OC)c4)nnc3s2)cc1 | 11
COC(=O)c1[nH]c2cc(OC)c(OC)cc2c1NC(=O)c1cccc(OC)c1 | 4
COc1cccc2c1OC[C@@H](CO)[C@H]2N(C)C(=O)Nc1ccccc1 | 2
CN(Cc1ccccc1)c1nc(-c2cccc([N+](=O)[O-])c2)nc2ccccc12 | -4

(cont.)
SMILES	IDE act	NALP1 yeast inh	IMP-1 inh	M18AAP inhibitor	IDE cell inh	PHOSPHO1 block	p-CIP stab down	GPR7 antagonist	VIM-2 inh
Cc1ccccc1OCC(=O)O/N=C(\N)Cc1cccs1	2	15	-2.4	-1	-5	4	-3	22	0.2
Cc1ccnc(NCc2ccccc2O)c1	2	10	-2.2	-13	-2	18	-13	-12	-2.5
Cc1cc(NC(=O)CSc2nc(-c3cccs3)cc(C(F)(F)F)n2)no1	5	·	-2.3	-1	-1	10	-31	-8	-4.0
O=C(N/N=C/c1cc(Br)c(Br)s1)c1ccncc1	-1	4	-2.5	7	4	-4	7	-5	-3.3
C/C(=N\Nc1ccc(F)cc1F)c1ccccc1O	-3	3	-2.5	4	0	-64	7	-7	-5.8
O=C(NCc1ccc(F)cc1)C(c1ccccc1)N(C(=O)c1csnn1)c1ccccc1 (configuration not stated)	6	-2	-1.1	10	0	27	-5	3	-4.9
COc1ccc(CC(=O)Nc2ccc3c(c2)OCO3)cc1S(=O)(=O)N1CCOCC1	3	-14	-0.9	-7	-2	2	-7	-7	3.6
C[C@@H](C(=O)NCc1ccco1)N1C(=O)N2CCc3c([nH]c4ccccc34)[C@@]2(C)C1=O	6	24	-3.7	-6	14	29	-10	9	-1.8
N#CCCN1CCN(Cc2cc(-c3ccccc3)ccc2O)CC1	-2	20	-4.8	-2	1	13	-2	31*	-4.4
CCOC(=O)c1c(C)c(C(=O)N2CCc3ccccc3C2)c(C)n1CC	-6	2	-1.1	3	0	-7	-9	-4	-3.2
COc1cccc(NC(=O)Nc2ccc(Br)cn2)c1	3	-18	-1.8	8	-4	0	5	-5	-1.2
CCn1c(SCC(=O)N2CCCCC2C)nnc1-c1ccc(S(=O)(=O)N2CCN(C)CC2)cc1 (configuration not stated)	3	-14	-2.1	-3	-2	1	0	-4	-0.7
O=C(CCN1C(=O)S/C(=C\c2ccccc2)C1=O)NCCCn1ccnc1	-2	19	-2.2	2	0	22	-2	-4	2.7
CCNc1ccc(C(=O)OC(C(=O)NC(N)=O)C(C)C)cc1[N+](=O)[O-] (configuration not stated)	1	-12	-3.3	4	4	4	-3	-7	-3.7
COc1ccc(S(=O)(=O)N(C)CC(=O)NCCCN2CCOCC2)cc1Cl	2	11	-5.1	-2	5	24	6	-2	-0.6
COc1cc(C2=Nc3c(c(C)nn3-c3ccccc3)P(=O)(N3CCOCC3)O2)cc(OC)c1OC (configuration not stated)	5	28	-3.1	5	-1	35	-6	3	-2.5
Cc1nc(NC(=O)/C=C/c2ccccc2)sc1C(=O)NCCO	3	-6	-0.2	3	-2	8	-2	-5	-1.5
CC(=O)NC(CCS(C)(=O)=O)C(=O)Nc1cccc(C)c1 (configuration not stated)	6	31	0.1	-6	2	-14	-1	-6	-3.9
COc1ccccc1CNC(=O)C1CCC(=O)N1C(C)C (configuration not stated)	0	-1	1.0	-16	2	34	-3	7	0.7
COc1ccc(OC)c(C2SCCN2S(C)(=O)=O)c1 (configuration not stated)	2	8	-1.1	6	1	19	-1	5	-2.6
CCCOc1cccc(C(=O)Nc2nnn(CCC)n2)c1	1	-3	-1.8	-5	4	-3	-4	-11	-0.8
CN1CCN(CCc2cn3ncc(C#N)c3nc2-c2ccc(F)cc2)CC1	6	21	-2.0	-14	-4	1	-3	-16	-2.8
CC1CCN(S(=O)(=O)c2nnc(NC(=O)c3cccc([N+](=O)[O-])c3)s2)CC1	1	14	-2.6	-2	4	2	0	-3	-2.4
O=C(CCS(=O)(=O)c1ccccc1)Nc1nc2cc3c(cc2s1)OCCO3	-4	28	-0.7	-1	4	16	-3	-7	-0.5
COCCOC(=O)c1c(NC(=O)CN2CCc3ccccc32)sc(C(N)=O)c1C	3	-1	-4.5	8	3	6	-1	-9	-3.6

Quoted at random: 2 compounds from above
SMILES	IDE act	NALP1 yeast inh	IMP-1 inh	M18AAP inhibitor	IDE cell inh	PHOSPHO1 block	p-CIP stab down	GPR7 antagonist	VIM-2 inh
CC1CCN(S(=O)(=O)c2nnc(NC(=O)c3cccc([N+](=O)[O-])c3)s2)CC1	1	14	-2.6	-2	4	2	0	-3	-2.4
CCn1c(SCC(=O)N2CCCCC2C)nnc1-c1ccc(S(=O)(=O)N2CCN(C)CC2)cc1 (configuration not stated)	3	-14	-2.1	-3	-2	1	0	-4	-0.7

Continued:
SMILES	IDE act	NALP1 yeast inh	IMP-1 inh	M18AAP inhibitor	IDE cell inh	PHOSPHO1 block	p-CIP stab down	GPR7 antagonist	VIM-2 inh
CCOc1c2ccc(C(=O)NCCCCc3ccccc3)cc2nn1CC	3	1	-2.4	1	-1	12	-22	-5	-4.3
c1coc(C2=Nc3cccc4cccc(c34)N2)c1	16	1	-3.7	3	4	20	5	-6	-2.3
Cc1cccc(OCC(=O)N/N=C/c2cn[nH]c2-c2ccc(Cl)c(Cl)c2)c1	2	22	-2.0	-4	-1	3	8	-3	-1.6
c1ccc(CSc2nnc3c4ccccc4c4ccccc4c3n2)cc1	·	6	-0.9	-4	1	-15	5	-3	1.4
O=C(NNC(=O)NC1CCCCC1)NC1CCCCC1	7	-5	-1.3	23	-1	39	-16	-8	-3.3
COc1nc(N(C)C)nc(N(C#N)CCOC(C)=O)n1	1	-5	-2.5	6	-2	-3	13	1	-4.0

One compound at a time, from the list above:
COc1nc(N(C)C)nc(N(C#N)CCOC(C)=O)n1 is listed as IDE act: 1; NALP1 yeast inh: -5; IMP-1 inh: -2.5; M18AAP inhibitor: 6; IDE cell inh: -2; PHOSPHO1 block: -3; p-CIP stab down: 13; GPR7 antagonist: 1; VIM-2 inh: -4.0
O=C(NNC(=O)NC1CCCCC1)NC1CCCCC1 is listed as IDE act: 7; NALP1 yeast inh: -5; IMP-1 inh: -1.3; M18AAP inhibitor: 23; IDE cell inh: -1; PHOSPHO1 block: 39; p-CIP stab down: -16; GPR7 antagonist: -8; VIM-2 inh: -3.3
c1coc(C2=Nc3cccc4cccc(c34)N2)c1 is listed as IDE act: 16; NALP1 yeast inh: 1; IMP-1 inh: -3.7; M18AAP inhibitor: 3; IDE cell inh: 4; PHOSPHO1 block: 20; p-CIP stab down: 5; GPR7 antagonist: -6; VIM-2 inh: -2.3
